RAM network inh: inhibitors of the yeast RAM network. AID 868. inhibition, % at 50 µM. S. cerevisiae dse1pr::URA3 reporter, 5-FOA growth OD615, 2 d; analog-sensitive cbk1-as2 kinase mutant strain. 1.8% of 190,000 active;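 active means inhibition above a set limit, 3 SD over mean compound inhibition, cut at about 8.4% in these data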;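 further: 0% = DMSO-only wells with no growth and 100% = 10 µM 1-NA-PP1 full growth; inhibition rescues growth on 5-FOA so higher OD means more RAM inhibition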
Efa HMGR inh: inhibitors of class II HMG-CoA reductase from Enterococcus faecalis. purified E. faecalis HMGR, NADPH absorbance 340 nm kinetic. inhibition, % at 10 µM. 0.41% of 190,000 active. AID 1066;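 active means inhibition above a set limit, the median over all tested compounds plus 3 SD, cut at about 9.5% in these data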;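 further: enzyme runs in reverse so mevalonate oxidation gives rising NADPH absorbance; 0% = complete reaction with DMSO and 100% = background rate lacking mevalonate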
L major viab: inhibitors of Leishmania major promastigote growth. Leishmania major promastigotes, resazurin fluorescence viability. inhibition, % at 10 µM. 9% of 200,000 active; in the data active means inhibition above about 50%;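 further: promastigotes grown with compound for 44 hours at 28 °C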
TNAP inh hi DEA: TNAP (human) inhibition, high acceptor. AID 1135. 0.03% of 200,000 active. inhibition, % at 20 µM. P05186. purified TNAP, CDP-star luminescence, 1 M DEA;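 active means over 50% inhibition of tissue-nonspecific alkaline phosphatase at 20 µM in the single-dose screen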;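 further: plate controls were DMSO wells for no effect and EDTA-quenched wells as full inhibition for full effect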
PMI act: phosphomannose isomerase (human) activation. P34949. purified human PMI, coupled resazurin fluorescence, 20 min; stronger effect = higher value; 1 = vehicle control, 0 substrate-free wells. activation factor at 20 µM. 0.005% of 190,000 active. AID 1214;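 active means activation factor of 2 or more at 20 µM, relative to plate controls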
Target sequence (P34949 whole entry, looked up): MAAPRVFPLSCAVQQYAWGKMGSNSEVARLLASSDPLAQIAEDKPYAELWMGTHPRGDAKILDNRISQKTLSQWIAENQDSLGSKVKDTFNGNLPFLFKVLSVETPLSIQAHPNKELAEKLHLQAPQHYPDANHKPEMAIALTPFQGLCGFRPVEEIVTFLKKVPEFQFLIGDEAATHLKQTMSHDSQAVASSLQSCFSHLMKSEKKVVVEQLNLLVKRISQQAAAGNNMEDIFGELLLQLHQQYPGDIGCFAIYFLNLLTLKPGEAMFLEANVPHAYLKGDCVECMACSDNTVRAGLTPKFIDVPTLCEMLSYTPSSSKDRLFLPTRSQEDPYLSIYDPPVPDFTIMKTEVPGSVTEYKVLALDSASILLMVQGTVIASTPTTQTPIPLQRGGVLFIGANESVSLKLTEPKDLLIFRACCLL
Hsp70 act: Hsp70 transcriptional activation, primary screen; HeLa Hsp70 promoter luciferase reporter, luminescence; scaled: vehicle 0, proteasome-inhibitor control 100%; activation, % at 10 µM; 0.04% of 200,000 active; AID 1203;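 active means activation above the mean across all tested compounds plus 3 SD, cutoff set per campaign, cut at about 5.5% in these data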;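 further: 100% = MG132 at 30 µM as the positive control and 0% = DMSO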
PMI act satM6P: PMI (human) activation, high substrate. P34949. coupled PMI enzyme assay, resazurin fluorescence, 20 min; stronger effect = higher value; 1 = untreated enzyme, 0 = substrate-free blank. activation factor at 20 µM. 0.34% of 190,000 active. AID 1216;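 active means activation factor of 2 or more at 20 µM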
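Material: human phosphomannose isomerase with PGI, G6PDH, diaphorase coupling enzymes; amount: PMI at 15 ng/mL final; also added: Mannose-6-phosphate 1.0 mM (near-saturating) plus 0.22 mM NADP+; incubation: enzyme reaction with compound 20 min at room temperature; signal: resorufin fluorescence (Ex 544/Em 590 nm) from resazurin via diaphorase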
Redox H2O2 prof: compounds producing H2O2 with reducing agent – biochemical, NIH compound library profiling, artefact control for MLSCN library redox annotation, primary screen; DTT-dependent redox cycling H2O2, phenol red/HRP absorbance; 100% = 100 µM peroxide control, 0% = buffer; activation, % at 10 µM; 0.03% of 200,000 active; AID 878;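 active means activation of at least 50% relative to the plate's high and low controls in the primary single-dose screen; inactive means activation below 50%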;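 further: compound incubated with DTT at 0.8 mM final as the reducing agent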
S1P3 antag: S1P3 (human) receptor antagonism. inhibition, % at 4.98 µM. 0.27% of 170,000 active. Q99500. CHO S1P3 NFAT-BLA reporter, FRET fluorescence, antagonist mode. AID 485;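 active means inhibition above the plate cutoff, the mean inhibition of test wells on that plate plus 3 SD, cut at about 28% in these data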;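 further: cells challenged with S1P at its EC80 of 0.8 µM; blue over green emission ratio from cleaved BLA substrate after 4 h stimulation; 0% = S1P-stimulated wells and 100% = unstimulated DMSO-only wells; some compounds past the cut are filed as inactive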
Target sequence (Q99500 whole entry, looked up): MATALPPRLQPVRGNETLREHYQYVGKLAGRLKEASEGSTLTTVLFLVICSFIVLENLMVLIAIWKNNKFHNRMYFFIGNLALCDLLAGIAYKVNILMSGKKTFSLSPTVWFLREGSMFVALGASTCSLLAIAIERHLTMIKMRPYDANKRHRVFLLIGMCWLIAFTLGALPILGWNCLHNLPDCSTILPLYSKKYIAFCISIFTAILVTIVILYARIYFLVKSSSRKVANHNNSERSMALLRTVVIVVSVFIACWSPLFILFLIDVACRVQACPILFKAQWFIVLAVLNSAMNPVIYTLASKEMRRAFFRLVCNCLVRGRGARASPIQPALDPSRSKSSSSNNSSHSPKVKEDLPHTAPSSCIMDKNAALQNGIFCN
TNAP inh no acc: TNAP (human) inhibition, acceptor-free conditions; P05186; purified TNAP, CDP-star luminescence, 30 min; inhibition, % at 20 µM; 0.26% of 200,000 active; AID 1012;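 active means tissue-nonspecific alkaline phosphatase inhibition above about 50% at 20 µM in the single-dose screen, limit read from the data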;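 further: 0% = DMSO negative control and 100% = EDTA positive control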
The depositor's hits bear a star.

What do the screens show for `O=C(c1nnsc1S(=O)c1ccc(Cl)cc1)N1CCOCC1` (centres undefined)?
RAM network inh: -0.7; Efa HMGR inh: -0.1; L major viab: 100.5*; TNAP inh hi DEA: -2.3; PMI act: 1.1; Hsp70 act: 0.4; PMI act satM6P: 1; Redox H2O2 prof: -0.1; S1P3 antag: -15.8; TNAP inh no acc: -4.3

How did N#CCNC(=O)c1cccn1-c1ncc(C(F)(F)F)cc1Cl do in these assays?
RAM network inh: -0.6; Efa HMGR inh: -5.4; L major viab: -0.5; TNAP inh hi DEA: 1.4; PMI act: 1; Hsp70 act: -0.4; PMI act satM6P: 1; Redox H2O2 prof: -0.3; S1P3 antag: 13.7; TNAP inh no acc: -9.7

How did CCOc1ccc(/C(O)=C2/C(=O)C(=O)N(CCN(C)C)C2c2ccccc2)cc1Cl (centres undefined) do in these assays?
RAM network inh: -1.4; Efa HMGR inh: -1.8; L major viab: -6.8; TNAP inh hi DEA: -1.4; PMI act: 1; Hsp70 act: -0.5; PMI act satM6P: 1; Redox H2O2 prof: 0.7; S1P3 antag: -12.8; TNAP inh no acc: -7.1

How did Cc1cc(N2CCOCC2)ccc1/C=C1\NC(=O)N(CC(=O)Nc2ccccc2C)C1=O do in these assays?
RAM network inh: 1.2; Efa HMGR inh: 4.1; L major viab: -0.6; TNAP inh hi DEA: 0.3; PMI act: 0.9; Hsp70 act: -0.2; PMI act satM6P: 0.9; Redox H2O2 prof: -0.2; TNAP inh no acc: -3.8

What do the screens show for `COc1ccc(/C=C(\NC(=O)c2cccs2)C(=O)Nc2ccccc2C)cc1OC`?
RAM network inh: -0.1; Efa HMGR inh: -2.5; L major viab: -0.7; TNAP inh hi DEA: -1.7; PMI act: 1; Hsp70 act: -0.4; PMI act satM6P: 1; Redox H2O2 prof: -0.2; S1P3 antag: -22.5; TNAP inh no acc: -2.3

What do the screens show for `O=C(OCc1ccc(F)cc1)c1ccc2c(c1)-c1ccccc1C2=O`?
RAM network inh: 10.5*; Efa HMGR inh: -5.4; L major viab: -7.1; TNAP inh hi DEA: -2.4; PMI act: 0.9; Hsp70 act: -0.3; PMI act satM6P: 0.9; Redox H2O2 prof: 2.5; TNAP inh no acc: -7.3

How did C/C(=N/Nc1nc(C)cc(-c2ccccc2)n1)c1ccco1 do in these assays?
RAM network inh: 0.8; Efa HMGR inh: 0.3; L major viab: 46.7; TNAP inh hi DEA: -0.9; PMI act: 0.9; Hsp70 act: 0.2; PMI act satM6P: 1; Redox H2O2 prof: -0.1; TNAP inh no acc: -0.9

How did Cc1ccc2cc(CN(CCCN3CCOCC3)C(=O)NC3CCCCC3)c(=O)[nH]c2c1C do in these assays?
RAM network inh: 0.0; Efa HMGR inh: -2.4; L major viab: 11.2; Hsp70 act: 0.0; Redox H2O2 prof: 1.8; S1P3 antag: -8.9

What do the screens show for `Cc1ccccc1C(=O)Nc1cc(S(=O)(=O)N2CCCCC2)ccc1N1CCN(C)CC1`?
RAM network inh: 1.2; Efa HMGR inh: 0.7; L major viab: 25.6; TNAP inh hi DEA: -0.7; PMI act: 1.1; Hsp70 act: -0.3; PMI act satM6P: 1; Redox H2O2 prof: -0.3; S1P3 antag: -3.0; TNAP inh no acc: -9.7

How did CC(NC(=O)Cn1cc(C(F)(F)F)ccc1=O)c1ccc(F)cc1 (centres undefined) do in these assays?
RAM network inh: 1.6; Efa HMGR inh: -2.3; L major viab: -4.5; TNAP inh hi DEA: -2.2; PMI act: 0.9; Hsp70 act: 0.1; PMI act satM6P: 0.9; Redox H2O2 prof: -0.5; S1P3 antag: -2.9; TNAP inh no acc: -1.7

What do the screens show for `COc1ccc(N(CC(=O)NCCSC(C)(C)C)S(C)(=O)=O)c(OC)c1`?
RAM network inh: 0.1; Efa HMGR inh: -0.8; L major viab: -3.5; TNAP inh hi DEA: -9.1; PMI act: 1; Hsp70 act: -0.3; PMI act satM6P: 0.9; Redox H2O2 prof: 0.6; S1P3 antag: -9.8; TNAP inh no acc: -10.4

Results for Cc1ccc(/C=N/NC(=O)CNC(=O)COc2ccccc2)cc1 ?
RAM network inh: -0.4; Efa HMGR inh: -3.9; L major viab: -5.4; TNAP inh hi DEA: 1.1; PMI act: 0.8; Hsp70 act: -0.2; PMI act satM6P: 0.9; Redox H2O2 prof: 0.2; S1P3 antag: -1.0; TNAP inh no acc: -23.8

Results for COC(=O)c1cc2oc(C)cc2n1CC(=O)Nc1cc(C)cc(C)c1 ?
RAM network inh: 3.6; Efa HMGR inh: -5.5; L major viab: -0.9; TNAP inh hi DEA: -4.5; PMI act: 0.9; Hsp70 act: -0.3; PMI act satM6P: 0.9; Redox H2O2 prof: -3.8; S1P3 antag: -17.6; TNAP inh no acc: -16.3

Results for Cc1cc2cc(CNC(=S)Nc3ccc(OC(F)F)cc3)ccc2n1C ?
RAM network inh: 5.8; Efa HMGR inh: -6.8; L major viab: -6.5; TNAP inh hi DEA: 1.6; PMI act: 0.9; Hsp70 act: -0.2; PMI act satM6P: 1; Redox H2O2 prof: 0.6; S1P3 antag: -9.4; TNAP inh no acc: -4.4

What do the screens show for `CS(=O)(=O)c1ccc2nc(NC(=O)c3cc4ccccc4o3)sc2c1`?
RAM network inh: 7.1; Efa HMGR inh: -3.6; L major viab: -0.1; TNAP inh hi DEA: -6.4; PMI act: 1; Hsp70 act: -0.3; PMI act satM6P: 1; Redox H2O2 prof: 0.1; TNAP inh no acc: -10.7

How did COc1cc(/C=C(/C#N)C(=O)Nc2ccc(C)cc2)ccc1Oc1nc(Cl)ncc1F do in these assays?
RAM network inh: -0.1; Efa HMGR inh: 1.0; L major viab: -0.5; TNAP inh hi DEA: -1.3; PMI act: 0.9; Hsp70 act: -0.1; PMI act satM6P: 0.8; Redox H2O2 prof: -0.3; S1P3 antag: -5.0; TNAP inh no acc: -5.1

What do the screens show for `O=C(NNC(=S)Nc1ccccc1)c1ccncc1`?
RAM network inh: 3.0; Efa HMGR inh: -4.8; L major viab: -6.0; TNAP inh hi DEA: 2.0; PMI act: 1; Hsp70 act: -0.4; PMI act satM6P: 1; Redox H2O2 prof: -7.9; TNAP inh no acc: -173.8

What do the screens show for `CCOC(=O)c1cnc(SC)nc1Oc1cccc(NS(=O)(=O)c2ccc(F)cc2)c1`?
RAM network inh: 9.8*; Efa HMGR inh: 3.0; L major viab: 19.3; TNAP inh hi DEA: -5.5; PMI act: 0.9; Hsp70 act: -0.1; PMI act satM6P: 0.9; Redox H2O2 prof: -2.6; TNAP inh no acc: -7.9

What do the screens show for `Cc1cccc(C)c1NC(=O)CN(C)CC(=O)Nc1ccc(F)c(Cl)c1`?
RAM network inh: -0.5; Efa HMGR inh: 0.5; L major viab: 8.4; TNAP inh hi DEA: -2.6; PMI act: 1; Hsp70 act: -0.6; PMI act satM6P: 1.1; Redox H2O2 prof: 0.0; S1P3 antag: -0.9; TNAP inh no acc: -6.2

How did Cc1ccc(S(=O)(=O)N2CCC(C(=O)OCC(=O)N3CCc4ccccc43)CC2)cc1 do in these assays?
RAM network inh: 1.2; Efa HMGR inh: -3.2; L major viab: -4.5; TNAP inh hi DEA: -10.2; PMI act: 0.9; Hsp70 act: -0.1; PMI act satM6P: 0.9; Redox H2O2 prof: -0.4; S1P3 antag: -8.1; TNAP inh no acc: -21.6

Reprinted at random: 2 entries already listed, in no set order.
How did C/C(=N/Nc1nc(C)cc(-c2ccccc2)n1)c1ccco1 do in these assays?
RAM network inh: 0.8; Efa HMGR inh: 0.3; L major viab: 46.7; TNAP inh hi DEA: -0.9; PMI act: 0.9; Hsp70 act: 0.2; PMI act satM6P: 1; Redox H2O2 prof: -0.1; TNAP inh no acc: -0.9

How did COc1cc(/C=C(/C#N)C(=O)Nc2ccc(C)cc2)ccc1Oc1nc(Cl)ncc1F do in these assays?
RAM network inh: -0.1; Efa HMGR inh: 1.0; L major viab: -0.5; TNAP inh hi DEA: -1.3; PMI act: 0.9; Hsp70 act: -0.1; PMI act satM6P: 0.8; Redox H2O2 prof: -0.3; S1P3 antag: -5.0; TNAP inh no acc: -5.1

Carrying on.
How did Cc1cccc(C)c1NC(=O)c1cn(-c2ccccc2)nc1-c1ccccc1 do in these assays?
RAM network inh: 6.2; Efa HMGR inh: 0.6; L major viab: -5.0; TNAP inh hi DEA: -6.6; PMI act: 1; Hsp70 act: -0.4; PMI act satM6P: 1; Redox H2O2 prof: 0.2; S1P3 antag: -10.3; TNAP inh no acc: -35.1

Results for O=[N+]([O-])c1cc(-c2nnc(N3CCOCC3)c3ccccc23)ccc1N1CCOCC1 ?
RAM network inh: 0.1; Efa HMGR inh: -0.5; L major viab: 4.6; TNAP inh hi DEA: 1.9; PMI act: 0.9; Hsp70 act: -0.5; PMI act satM6P: 0.9; Redox H2O2 prof: 0.1; S1P3 antag: 1.3; TNAP inh no acc: -3.2

What do the screens show for `CCN(CC(=O)NC(C)C)C(=O)CCNC(=O)c1ccc(Cl)cc1`?
RAM network inh: 1.8; Efa HMGR inh: -7.6; L major viab: -5.8; TNAP inh hi DEA: 0.7; PMI act: 1; Hsp70 act: -0.1; PMI act satM6P: 1; Redox H2O2 prof: -0.8; S1P3 antag: -9.3; TNAP inh no acc: -3.2

What do the screens show for `Cc1ccc(CCNC(=O)c2nnn(-c3cccc(C)c3)c2N)cc1`?
RAM network inh: 5.0; Efa HMGR inh: -6.7; L major viab: -5.0; TNAP inh hi DEA: -4.4; PMI act: 0.9; Hsp70 act: 0.0; PMI act satM6P: 0.9; Redox H2O2 prof: 1.6; S1P3 antag: 14.3; TNAP inh no acc: -9.0

How did CCOc1ccccc1C(=O)NC(C(=O)Nc1ccccc1N1CCOCC1)C(C)C (centres undefined) do in these assays?
RAM network inh: 0.0; Efa HMGR inh: 0.5; L major viab: 22.2; TNAP inh hi DEA: -2.7; PMI act: 0.9; Hsp70 act: -0.4; PMI act satM6P: 0.9; Redox H2O2 prof: 0.1; S1P3 antag: -18.8; TNAP inh no acc: -8.2

What do the screens show for `O=C(COC(=O)c1cc2ccccc2oc1=O)Nc1cccc(S(=O)(=O)N2CCCCCC2)c1`?
RAM network inh: 6.1; Efa HMGR inh: -1.4; L major viab: -5.6; TNAP inh hi DEA: -1.3; PMI act: 1.1; Hsp70 act: -0.2; PMI act satM6P: 1.1; Redox H2O2 prof: 1.0; S1P3 antag: -7.4; TNAP inh no acc: -15.0

What do the screens show for `Cc1cc(C)n(Cc2ccc(C(=O)O)o2)n1`?
RAM network inh: 0.7; Efa HMGR inh: 1.2; L major viab: -3.6; TNAP inh hi DEA: -5.9; PMI act: 1; Hsp70 act: -0.4; PMI act satM6P: 1.1; Redox H2O2 prof: 4.2; S1P3 antag: -36.8; TNAP inh no acc: -11.3

How did COc1ccc(NC(=O)CCS(=O)(=O)c2ccc3c(c2)CCCN3C(C)=O)cc1Cl do in these assays?
RAM network inh: 0.8; Efa HMGR inh: -1.9; L major viab: -2.4; TNAP inh hi DEA: -4.1; PMI act: 1; Hsp70 act: -0.1; PMI act satM6P: 1; Redox H2O2 prof: -0.1; TNAP inh no acc: -18.1

Assay outcomes deposited in PubChem BioAssay by several laboratories.
